Shn3 3UTR inh – reduces Shn3 3'UTR luciferase signal in osteoblasts; actives 0.52% (n = 360,000); inhibition, % at 12.5 µM; Clone20 osteoblast Shn3 3'UTR firefly luciferase, 24 h; AID 588674;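 active means mean inhibition of at least 75% with every replicate also reaching 75%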;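 further: 0% = median of neutral control wells and 100% = pilot-screen positive control compound; some compounds past the cut are filed as inactive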
NR2E3 ag-1 – activates human photoreceptor nuclear receptor NR2E3 | inhibition of corepressor binding, % at 4.78 µM | actives 0.12% (n = 320,000) | GST-NR2E3/biotin-RetCOR TR-FRET, 1536-well | AID 2300 | Q9Y5X4;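 active means percent inhibition above the cutoff of mean plus 3 SD of all tested compounds, set per screening campaign, cut at about 20% in these data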;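 further: 0% = DMSO wells and 100% = biotin wells as full block of FRET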
Target sequence (Q9Y5X4 whole entry, looked up): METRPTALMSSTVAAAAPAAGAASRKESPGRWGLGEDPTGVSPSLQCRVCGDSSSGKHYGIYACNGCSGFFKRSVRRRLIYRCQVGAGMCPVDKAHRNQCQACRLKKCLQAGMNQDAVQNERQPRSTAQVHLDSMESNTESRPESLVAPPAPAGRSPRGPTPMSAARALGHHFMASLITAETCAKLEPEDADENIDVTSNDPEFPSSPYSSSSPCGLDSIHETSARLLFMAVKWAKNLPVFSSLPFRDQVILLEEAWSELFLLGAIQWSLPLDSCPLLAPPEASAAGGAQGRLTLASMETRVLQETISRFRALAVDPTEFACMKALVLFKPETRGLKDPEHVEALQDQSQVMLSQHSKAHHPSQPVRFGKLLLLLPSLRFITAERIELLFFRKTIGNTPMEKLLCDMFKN
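System: GST-NR2E3 and biotin-RetCOR proteins; probe or stimulus: 7 nM biotin-RetCOR; doses: compound at 4.8 µM, single dose; schedule: Compound–protein incubation for 5 h at 4 °C; detection: time-resolved FRET; read-out: percent inhibition; controls: biotin wells as high control, 0.6% DMSO wells as low control; format: 1536-well plates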
TRPM1 prom inh – reduces MITF-dependent TRPM1 promoter luciferase signal; AID 488899; SK-MEL-5 TRPM1 promoter luciferase, 24 h; inhibition, % at 12.5 µM; actives 0.83% (n = 330,000);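 active means mean inhibition across replicates of 60% or more, whatever share of single replicates reaches that level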; further: values of inactives mirror those of a sister screen read the other way
HIF-2a inh – inhibitors of HIF-2a. actives 0.72% (n = 360,000). inhibition, % at 18.8 µM. 786-0 RCC cells HIF-2a reporter, luciferase luminescence, overnight;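 active means inhibition of the luminescence signal of 40% or more relative to plate controls, in a single-dose primary screen at 18.75 µM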
HTR2A ag – agonists of mouse serotonin 5-HT2A receptor (HTR2A); CHO-K1 mHTR2A beta-arrestin complementation, luminescence; percent of 30 µM serotonin response; activation, % at 7.6 µM; P35363; actives 0.66% (n = 360,000);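 active means activation above a run cutoff, the mean activation of all tested compounds plus 3 SD, cut at about 14% in these data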;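 further: 0% = plate median of compound wells and 100% = 30 µM serotonin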
NR2E3 ag-2 – activates human NR2E3 receptor; CHO-S Gal4-NCOR/VP16-NR2E3 two-hybrid, luciferase; actives 0.35% (n = 360,000); inhibition of corepressor binding, % at 3.98 µM; AID 602229;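 active means inhibition above the mean of all tested compounds plus 3 SD, cut at about 70% in these data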;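 further: 0% = DMSO with NR2E3 transfected cells and 100% = cells lacking NR2E3 construct; higher means lower luciferase signal from less NR2E3 corepressor binding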
CaV13 FRET inh – Primary screen for inhibitors of IQ motif and Ca2+-dependent inactivation inhibitor domain binding in CACNA1D, Förster resonance energy transfer in living cells, …; actives 0.098% (n = 340,000); inhibition, % at 12.3 µM; HEK cells, CFP/YFP FRET ICDI-IQ, plate reader, 10 min; percent FRET-ratio fall versus neutral wells;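 active means mean replicate inhibition of at least 30% and at least 1% of replicates passing that level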;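 further: 0% = median of the neutral control wells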
hiPSC survival – enhancers of human iPSC single-cell survival; hiPSC single-cell survival, ATPlite luminescence; 100% = ROCK inhibitor wells, 0% = DMSO; survival enhancement, % at 20 µM; actives 0.044% (n = 360,000); in the data active means survival enhancement above about 18%;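 further: cells exposed to compounds for 16 hours before the ATP read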
PDI turbidity – inhibitors of human protein disulfide isomerase. PDI insulin aggregation turbidity, A650, 90 min. inhibition, % at 10 µM. P07237. actives 0.052% (n = 350,000);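 active means mean inhibition across replicates of 30% or more, whatever share of single replicates reach that level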;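 further: absorbance from insulin aggregation driven by PDI reduction with DTT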
Target sequence (P07237 whole entry, looked up): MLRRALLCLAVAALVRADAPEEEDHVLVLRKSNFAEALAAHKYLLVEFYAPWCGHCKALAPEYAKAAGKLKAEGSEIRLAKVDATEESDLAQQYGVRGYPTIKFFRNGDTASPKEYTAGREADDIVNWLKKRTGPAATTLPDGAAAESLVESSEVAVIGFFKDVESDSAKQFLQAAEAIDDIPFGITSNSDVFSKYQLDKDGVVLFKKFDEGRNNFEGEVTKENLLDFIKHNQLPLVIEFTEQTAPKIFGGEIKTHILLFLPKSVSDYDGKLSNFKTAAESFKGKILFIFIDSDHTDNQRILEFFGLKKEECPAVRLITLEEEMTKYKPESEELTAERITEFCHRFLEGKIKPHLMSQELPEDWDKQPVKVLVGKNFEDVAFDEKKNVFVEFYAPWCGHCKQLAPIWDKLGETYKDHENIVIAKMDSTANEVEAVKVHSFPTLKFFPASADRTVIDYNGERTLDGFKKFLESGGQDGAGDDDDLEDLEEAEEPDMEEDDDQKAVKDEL
Peg3 promoter – inhibitors of Peg3 promoter; inhibition, % at 20 µM; HeLa PEG-Prom luciferase reporter, luminescence, overnight; actives 1.7% (n = 360,000);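 active means inhibition of at least 50% at 20 µM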
H9c2 protect – modulators protecting cardiomyocytes from myocardial damage | H9c2 cardiomyocytes, H2O2 injury protection, ATPLite, 2 h | protection from H2O2 cell death, % at 20 µM | actives 0.63% (n = 360,000) | AID 588492;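 active means compounds giving at least 50% protection of heart cells from peroxide-induced death in the single-dose screen, raw or plate-pattern-corrected value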;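 further: 0% = DMSO wells with peroxide and 100% = DMSO wells without peroxide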
An asterisk follows results filed as active; · = not tested or not shown. Outcome played no part in choosing rows. About 3.9% of those tested had a hit in this group.

SMILES	Shn3 3UTR inh	NR2E3 ag-1	TRPM1 prom inh	HIF-2a inh	HTR2A ag	NR2E3 ag-2	CaV13 FRET inh	hiPSC survival	PDI turbidity	Peg3 promoter	H9c2 protect
Cc1nn(C)cc1CN(C)C(=O)c1sc2cccc(Cl)c2c1Cl	7.2	-1.9	-3.6	13.7	-2.7	-10.3	·	2.2	1.8	1.5	-2.2
COc1cc2c(cc1OC)CN(C(=O)CN1CCN(S(=O)(=O)c3ccc(C)c(C)c3)CC1)CC2	24.8	-1.8	30.2	-2.1	2.5	29.9	-3.8	-0.5	7.1	7.5	-1.0
CCCCCC(=O)N1C[C@H](O)[C@@H](n2cc(COC(=O)c3ccccc3)nn2)C[C@@H]1c1ccc(Cl)cc1	-0.8	·	·	-4.8	-0.8	2.8	-5.9	0.5	9.8	9.9	-4.8
Nc1nc2n(n1)C(c1c(F)cccc1Cl)CC(c1ccc(F)cc1)N2 (stereo not drawn)	-27.6	5.2	-5.7	8.1	0.0	-8.9	-2.4	1.4	·	11.9	16.1
Cc1cccc(N2C(=S)NC3c4ccccc4OC2(C)C3C(=O)N(C)C)c1 (stereo not drawn)	5.7	-1.6	5.3	17.5	-2.6	-25.2	-10.1	-0.2	0.0	4.3	6.0
COc1ccc(-c2c(-c3cc(OC)cc(OC)c3)n(C)c3ccc(Br)cc23)cc1	11.9	6.5	0.5	22.6	-0.5	-17.1	-6.6	2.2	-3.2	7.2	-5.8
CC(=O)c1sc(Nc2cccc3ccccc23)nc1C	-27.2	4.1	-27.1	-197.8	-3.2	-41.2	-2.9	0.0	-7.2	-97.8	8.6
COC(=O)c1sccc1NC(=O)CSCC(=O)O	2.8	0.5	2.3	16.7	7.4	9.0	4.6	0.4	1.4	11.4	-0.7
Cc1cccc(NC(=O)C2CCN(S(=O)(=O)c3cccc4cccnc34)CC2)n1	6.3	2.1	13.9	14.5	-9.1	-7.5	-0.3	-0.1	-2.5	-4.4	5.6
CCC(C)N1CCN(S(=O)(=O)c2ccc3ccccc3c2)CC1 (stereo not drawn)	-8.2	1.4	15.0	3.3	-1.3	-3.1	-2.7	-0.3	7.2	11.6	-2.3
Cc1sc(NC(=O)c2ccccc2)c(C(c2ccccn2)N2CCN(CCO)CC2)c1C (stereo not drawn)	-2.8	0.4	5.5	-21.3	-0.5	10.1	-1.8	-0.4	18.0	-4.3	10.2
CC1(Cc2cc(Cl)ccc2C(F)(F)F)C(=O)Nc2cc(F)ccc21 (stereo not drawn)	37.3	·	·	10.4	-3.7	-30.9	·	-0.8	8.2	37.6	-18.4
COc1ccc(-c2coc3cc(O[C@@H]4O[C@H](CO)[C@@H](O)[C@H](O)[C@H]4O)c(OC)cc3c2=O)cc1	-61.2	·	-49.0	-79.6	-2.0	-10.8	-10.3	-1.8	0.3	-211.2	-0.7
Cc1ccc(NC(=O)c2cccs2)cc1[N+](=O)[O-]	-13.2	9.3	-27.5	-209.3	1.6	-40.1	-6.7	-0.6	-3.4	-153.6	-6.8
O=c1c2c(nc3cc(-c4cccc(F)c4)[nH]n13)CCC2	-36.8	1.5	-7.8	-132.4	11.1	-175.6	-4.7	-0.8	-6.9	-149.9	-9.3
CCOC(=O)COc1ccc2c(c1)C(=O)CC(C)(c1cccnc1)O2 (stereo not drawn)	13.0	3.0	0.8	-2.6	-0.6	-5.9	-8.6	-0.8	-1.7	5.8	0.0
O=C(O)CCCCCNc1ccc2nsnc2c1[N+](=O)[O-]	12.2	-2.1	-5.1	10.0	-0.1	-23.1	-17.4	-0.8	1.4	4.5	3.3
CNc1nc(C)c(C(=O)c2ccc(Cl)cc2)s1	-6.1	1.6	-2.4	-55.2	-9.1	12.5	·	1.9	-11.1	-67.3	-6.4
COc1cc(NC(=O)c2cccc(Cl)c2)ccc1NC(=O)c1cccs1	1.6	-0.1	-9.1	-138.9	0.0	-28.4	7.9	-0.5	7.2	-89.4	29.9
COc1ccc(/C(C)=N/NC(=O)C2C3CCCCC32)c(OC)c1 (stereo not drawn)	-30.8	4.7	3.5	14.2	4.7	-28.4	-6.7	2.9	4.9	11.3	0.7
COc1ccc(C=C(C#N)C#N)c(CSc2ccccn2)c1	0.8	-4.1	9.0	10.3	-0.8	0.8	-5.3	-0.8	4.1	6.6	16.0
COc1ccccc1CC(=O)Nc1nc(-c2ccc(F)c(F)c2)cs1	23.6	-0.3	-31.4	-141.8	-1.0	-14.6	-7.5	0.2	-1.0	-103.9	-1.8
CC1CC(C)CN(CCCNC(=O)c2ccc3c(c2)NC(=O)CS3)C1 (stereo not drawn)	33.6	-0.3	-2.8	1.2	-13.9	-12.0	-6.6	-0.4	-9.3	-8.9	5.0
O=C(NCCc1cccs1)Nc1ccc2nc([C@@H]3O[C@H](CO)[C@@H](O)[C@H]3O)[nH]c2c1	-6.7	·	·	8.7	-2.7	-4.0	-3.2	3.7	3.5	-0.4	-1.5
CC(C)(C)c1nc(Sc2ncccc2[N+](=O)[O-])n[nH]1	1.3	2.4	4.2	8.3	3.0	-7.4	-3.8	0.6	2.5	5.6	6.0
Later entries
SMILES	Shn3 3UTR inh	NR2E3 ag-1	TRPM1 prom inh	HIF-2a inh	HTR2A ag	NR2E3 ag-2	CaV13 FRET inh	hiPSC survival	PDI turbidity	Peg3 promoter	H9c2 protect
CCOC(=O)C(=O)N(C)c1c(CC)nc2c(OCc3cccc(OC)c3)cccn12	8.1	·	·	-1.7	-1.4	6.4	-9.3	2.4	1.6	-7.9	6.5
CCCCCCC(=O)N=Nc1c(O)[nH]c2ccc([N+](=O)[O-])cc12	-18.7	-0.7	-4.7	16.2	3.5	-13.4	-4.6	3.0	0.1	-12.0	-8.1
CCC(Sc1nc2ccncc2[nH]1)C(=O)Nc1cc(Cl)ccc1C (stereo not drawn)	5.6	-0.9	-0.3	4.9	-7.4	5.0	-4.6	1.4	2.2	20.5	-4.1
O=C(/C=C/c1ccc([N+](=O)[O-])cc1)NNC(=O)C1CC1	-14.5	-2.9	3.7	-1.2	4.7	6.4	-2.6	2.9	-5.0	-2.0	-0.7
COc1ccc(N2CCN(Cc3cc(=O)oc4ccc5ccccc5c34)CC2)cc1	11.1	-0.3	-4.4	4.1	-0.1	25.2	·	6.6	1.3	5.8	17.1
CCOC(=O)CNS(=O)(=O)c1cc(-c2nn(C)c(=O)c3ccccc23)ccc1C	7.7	1.3	-6.3	18.5	4.1	-20.3	·	3.9	2.3	8.8	12.4
Cc1ccc2oc(-c3cccc(NC(=S)NC(=O)/C=C/c4ccco4)c3)nc2c1	-18.6	0.6	-5.4	-22.8	1.4	-58.0	·	-1.2	-3.8	-84.4	4.1
CCOC(=O)c1cc(C#N)c(SCc2ccc(C#N)cc2)nc1C	31.1	3.0	23.7	11.3	5.0	-16.9	-5.1	-2.7	-10.6	11.5	-16.3
COc1ccc(C(=O)c2ccc(OC)c3cccc(O)c23)cc1OC	-2.8	0.6	16.3	22.5	4.5	-19.9	-5.0	1.9	-0.7	11.5	-3.9
COc1ccc(CC(=O)NCCN2CCCC2)cc1	-3.0	4.0	11.7	9.6	0.7	-12.3	·	16.5	9.0	5.6	-1.4
CCCC1CCC(C2=N/C(=C\c3ccc(OC)c(OC)c3)C(=O)O2)CC1 (stereo not drawn)	1.6	2.6	-13.6	13.6	0.8	-6.2	-4.1	3.1	2.3	-80.2	0.2
CCOC(=O)c1c(NC(=O)COc2ncnc3ccccc23)sc(C)c1CC	8.9	2.0	12.0	25.0	-0.6	-19.1	-3.0	0.5	-4.8	22.3	-11.2
Cc1cc(C)nc(-n2ncc3c2CC(c2ccccc2C)CC3=O)n1 (stereo not drawn)	17.1	1.6	5.8	10.6	3.6	12.8	-4.7	-0.3	0.0	25.7	4.9
CCc1ccc(OCCNC(=O)c2ccc(S(=O)(=O)N(C)C)cc2)cc1	9.6	-0.1	3.8	9.6	2.4	6.2	-6.7	7.5	1.3	23.6	-6.9
COC(=O)C(C)NC(=O)C1CCCN1S(=O)(=O)c1cc(C)c(Cl)cc1C (stereo not drawn)	14.2	2.4	0.5	21.1	1.7	-5.3	-3.5	3.6	-3.3	3.1	6.7
O=C(C1CCN(C2CCN(C/C(Cl)=C/c3ccccc3)CC2)CC1)N1CCOCC1	-0.6	2.0	-10.6	1.8	-3.4	14.2	-2.3	-0.1	-2.9	10.7	10.6
O=C(NCc1ccc(F)cc1)c1ccc[nH]1	6.4	0.4	2.6	6.5	0.5	-9.4	-4.8	-0.3	4.0	-5.2	1.6
COC(=O)c1cnn(C(=O)c2ccccc2Br)c1N	-23.6	0.6	-14.1	-9.9	2.9	7.6	-5.1	1.2	-2.0	3.0	0.1
COc1ccc(CCNC(=O)CN2c3cccc4cccc(c34)S2(=O)=O)cc1	-7.1	·	0.0	11.9	-9.1	1.2	-4.1	0.0	-6.1	24.6	1.6
